From PubChem
TDP1 cell CPT: DT40-hTDP1 cell growth loss with CPT; 420,000 tested, 12% active; Potency, µM (series often up to 46.2 µM), for inactives: at the highest dose activity change, negative = growth inhibition, hits mostly inhibitors; chicken DT40 Tdp1-/-;hTDP1 cells + 20 nM CPT, ATP luminescence, 48 h; AID 686979; also: nearly all actives have a fitted effect of over 55% in size
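Chicken DT40 Tdp1-/- cells complemented with human TDP1, 400 cells/well, exposed to compounds plus 20 nM camptothecin for at least 48 h at 37 C; viability read as ATP content by CellTiter-Glo luminescence.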
DT40 TDP1 no CPT: qHTS for Inhibitors of human tyrosyl-DNA phosphodiesterase 1 (TDP1): qHTS in cells in absence of CPT; Potency, µM (series often up to 46.2 µM), inactives show top-dose activity change, negative = growth inhibition, most hits filed as inhibitors; DT40 Tdp1-/- hTDP1 cells, no CPT, ATP luminescence, 48 h; 420,000 tested, 15% active; also: nearly all actives have a fitted effect of over 55% in size
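Seeded 400 DT40-hTDP1 cells/well (vehicle DMSO, no 20 nM CPT); pinned compounds; ≥48 hr at 37 °C; CellTiter-Glo luminescence as viability measure.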
KAT2A inh: GCN5L2 (KAT2A) acetyltransferase inhibition. AID 504327. Q92830. Potency, µM (top dose mostly 58.9 µM), without a hit: at the highest dose activity change, negative = inhibition, actives largely listed as inhibitors. 390,000 tested, 0.21% active. GCN5L2 HAT assay, ThioGlo1 CoA-SH fluorescence
Target sequence (Q92830 whole entry, looked up): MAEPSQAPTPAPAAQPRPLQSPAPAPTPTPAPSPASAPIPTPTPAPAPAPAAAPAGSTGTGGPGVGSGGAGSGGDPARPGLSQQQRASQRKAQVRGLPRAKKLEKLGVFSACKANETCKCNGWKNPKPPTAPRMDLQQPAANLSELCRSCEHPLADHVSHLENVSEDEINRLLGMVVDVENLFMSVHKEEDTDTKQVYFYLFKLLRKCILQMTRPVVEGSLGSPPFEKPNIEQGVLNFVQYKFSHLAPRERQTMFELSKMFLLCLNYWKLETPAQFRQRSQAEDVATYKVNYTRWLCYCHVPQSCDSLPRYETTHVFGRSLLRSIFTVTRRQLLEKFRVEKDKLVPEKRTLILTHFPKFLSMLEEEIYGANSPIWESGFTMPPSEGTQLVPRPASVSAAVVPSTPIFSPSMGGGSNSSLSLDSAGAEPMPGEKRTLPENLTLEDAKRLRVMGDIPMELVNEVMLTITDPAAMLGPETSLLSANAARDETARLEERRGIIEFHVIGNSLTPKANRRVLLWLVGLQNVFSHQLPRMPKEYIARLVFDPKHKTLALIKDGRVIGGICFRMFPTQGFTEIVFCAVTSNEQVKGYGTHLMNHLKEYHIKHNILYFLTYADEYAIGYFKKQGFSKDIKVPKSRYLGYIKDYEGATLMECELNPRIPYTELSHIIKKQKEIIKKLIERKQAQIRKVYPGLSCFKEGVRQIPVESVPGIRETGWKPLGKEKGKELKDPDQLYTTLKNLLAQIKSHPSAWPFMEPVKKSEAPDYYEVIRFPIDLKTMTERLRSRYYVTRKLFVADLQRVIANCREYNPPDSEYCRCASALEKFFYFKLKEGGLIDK
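Fluorescence readout, Ex340nm/Em540nm: ThioGlo1 (50uM final) reacts with free CoA thiol released as 20nM GCN5L2 acetylates H3(1-25) peptide (75uM) using acetyl-CoA (70uM). Compound and enzyme sat 15 min beforehand; 20 min room-temperature reaction.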
The depositor's hits bear a star; ? = inconclusive; · = not tested or not shown; [ ] = dose if it differs, or a comment. Calls follow the shape of the dose curve; as a rule, active = well fitted curve in the direction sought with a large enough effect; inconclusive = small, poorly fitted or top-dose-only effect, or another doubt; inactive = no such curve, though single readings can be large; an effect the other way counts as inactive or inconclusive. % is scaled to controls: 0 for no effect and ±100 for the full control effect; potency is read from the fitted curve at half-maximal effect.

SMILES	TDP1 cell CPT	DT40 TDP1 no CPT	KAT2A inh
CCn1c(SCC(=O)N/N=C/c2c[nH]c3ccccc23)nnc1-c1ccc(C(C)(C)C)cc1	?	?	-3%
CCN1C(=O)[C@H]2[C@@H](c3ccc(C)cc3)N3C(=O)N(c4ccc(C)cc4)C(=O)[C@@]3(C)[C@H]2C1=O	-4%	-18%	-5%
Cc1ccc(NC(=O)CSc2nc(-c3ccc(F)cc3)cc(C(F)(F)F)c2C#N)cc1	?	-24%	2%
COC(=O)c1cc(NC(=O)c2c(-c3ccccc3)noc2C)ccc1N1CCOCC1	?	-3%	-2%
CCNC(=O)C1(C)CCCN(C(=O)c2cc3ccccc3s2)C1 (centres undefined)	9%	-10%	·
Cc1cnnc2c1-c1no[n+]([O-])c1CC2	13%	0%	·
COc1ccc(NC(=O)CSc2nnc3c(n2)[nH]c2ccc(S(=O)(=O)N(C)C)cc23)c(OC)c1	?	?	·
COc1ccc(NS(=O)(=O)c2c(C)n(C)c(=O)n(C)c2=O)cc1OC	4%	-3%	-4%
CCNc1nc(SCc2ccccc2)nc(N2CCOCC2)n1	-11%	?	-2%
c1cncc(OC2CCN(Cc3ccc4c(c3)CN(Cc3nc5ccccc5s3)CCO4)CC2)c1	5%[9.04 µM]	-13%	·
C/C=C/C(=O)OCC(=O)Nc1ccc(SC(F)F)cc1	-15%	3%	1%
COc1ccc(Cl)cc1C(=O)NNC(=O)c1nn(C)c(=O)c2ccccc12	?	16µM*	-5%
COc1ccc(-n2nc(C(=O)NCC(=O)N3CCN(C)CC3)c3ccccc3c2=O)cc1	5%	-10%	-7%
CCn1cc(C(=O)NCCc2ccccc2)c(=O)c2cc(S(=O)(=O)N(C)C)ccc21	3%	-25%	-29%
CCCc1nc2c3ccccc3ccn2c1CC(C)(C)C	9.2µM*	21µM*	·
CCn1nc(NC(=O)c2ccco2)c2cc3ccc(C)cc3nc21	-11%	?	-1%
C/C=N/NC(=O)CCNC(=O)c1ccccc1	8%	-9%	-7%
COc1ccc(/C=N\NC(=O)c2ccccc2F)cc1COc1ccc(F)cc1	?	?	-3%
Cc1cc(C)c2nccc(C)c2c1	-12%	3%	·
COc1ccc(CCNC(=O)CNC(=O)c2ccccc2Br)cc1OC	14%	-3%	-2%
COc1ccccc1/C=C/C=N/n1c(-c2ccncc2)n[nH]c1=S	1%	-8%	-14%
Cc1ccc(SCC(=O)Nc2ccc3c(c2)OCCO3)cc1	0%	-5%	-3%
Cc1ccc(C(C)C)cc1S(=O)(=O)Nc1ccncc1	-10%	-13%	15%
COc1ccc(O)c(C(=O)c2cnc3c(c2)c(=O)[nH]c(=O)n3C)c1	-15%	-19%	-4%
Cc1cc(=O)[nH]c2ccc(Cl)cc12	0%	-10%	-6%
COc1ccc(C(CCNCc2ccccc2F)c2ccc(F)cc2)cc1 (centres undefined)	16µM*	13µM*	1%
COc1ccc(C(=O)N2N=C(c3cccs3)CC2c2ccccc2O)cc1 (centres undefined)	-4%	13µM*	-11%
CS(=O)(=O)N1CCN(c2ccc(NC(=O)c3ccc(Br)o3)cc2)CC1	-23%	3%	-15%
COc1ccccc1OCCN1C(=O)S/C(=C\c2ccco2)C1=O	0%	?	-13%
Nn1cnn(Cc2ccccc2)c1=S	-13%	-12%	4%
CCCCn1c(N)c(N(Cc2ccccc2OC)C(=O)C(C)Oc2ccc(Br)cc2)c(=O)[nH]c1=O (centres undefined)	-2%	4%	·
COC(=O)c1cc(OC)c(OC)cc1NC(=O)Nc1ccccc1OC	-15%	3%	-6%
COc1ccc(-n2c(=S)[nH]c3cc(C(=O)N(C)Cc4ccccc4)ccc3c2=O)cc1	-28%	?	-5%
COc1ccc(/C=N\NC(=O)c2nn(C)cc2Cl)cc1CN1CCOCC1	21%	-7%	-5%
O=C(CSc1c2c(nc3cc(Cl)ccc13)CCCC2)NCc1ccco1	23µM*	16µM*	-19%
Cc1cc(C)c2nc(N3CCCC3)c(C#N)cc2c1	3%	-23%	-1%
COCC(C)NC(=O)c1cc(S(=O)(=O)N2CCCCC2)ccc1N1CCOCC1 (centres undefined)	5%	-5%	-14%
CSc1ccc(CCNC(=O)c2cc(C)nc3c2c(C)nn3-c2cccc(F)c2)cc1	?	?	-3%
N#Cc1ccc(NC(=O)c2sc3cc(C(F)(F)F)cnc3c2-c2cccs2)cc1	-28%	?	0%[0.501 µM]
COc1cccc(CNC(=O)[C@@H]2CCCN2)c1	4%	-10%	·
Cn1c(COc2ccccc2)nnc1SCC(=O)NNC(=O)C1CCCCC1	29%	-1%	0%
S=C(Nc1cccc2ccccc12)NN1CCCCCC1	?	?	·
Cc1c(C)n2c(SCC(=O)Nc3ccc4c(c3)OCCO4)nnc2[nH]c1=O	3%	?	1%
Cc1ccc(NC(=O)CNC(=O)c2ccc(Br)o2)nc1	-11%	-5%	1%
COC(=O)c1ccc(CNC(=O)c2ccc(S(=O)(=O)N3CCCC(C)C3)cc2)cc1 (centres undefined)	?	-20%	-16%
Cc1ccc2c(CC(=O)Nc3c(C(=O)c4ccc(F)cc4)oc4ccccc34)coc2c1	-1%	-20%	1%
Cc1ccc(S(=O)(=O)N2CC3CCCN3c3ccc(C(F)(F)F)cc32)cc1 (centres undefined)	?	?	-11%
CCOC(=O)c1c(C)[nH]c(N=Nc2cccc(C)c2)c1C	?	-25%	-15%
Cc1ccc(O)c(C(=O)c2cnc3c(c2)COc2ccccc2-3)c1	-16%	?	-9%
COc1ccc(NC(=S)N(Cc2ccc(Cl)cc2)Cc2ccc(C(=O)O)cc2)cc1Cl	-6%	-2%	-2%
O=C(CNC(=O)N1CC(=O)Nc2ccccc21)NCc1ccccc1	12%	25%	?
COc1ccc(C(=O)N2CCC[C@@]3(CCN(Cc4ccccc4)C3)C2)cc1	-8%	-25%	8%
CSCCC(NS(=O)(=O)c1ccc2c(c1)oc(=O)n2C)C(=O)NCc1ccc(F)cc1 (centres undefined)	-5%	-4%	-8%
O=C(COc1ccc2ccccc2c1)Nc1cccc(C(=O)Nc2ccccc2C(=O)O)c1	-30%	?	-12%
Cc1cc(C(=O)N/N=C/c2cccc(OC(=O)c3ccco3)c2)n[nH]1	-14%	-29%	-6%
c1ccc(-c2nnc(SCC3CCCCO3)nc2-c2ccccc2)cc1 (centres undefined)	?	?	-8%
CCC(C)NC(=O)C1CCCN(C(=O)NC2CCCCC2)C1 (centres undefined)	-20%	0%	-5%
COc1ccc(NC(=S)N(CCC(C)C)C2CCN(C(C)=O)CC2)cc1	-2%	2%	19%
CCOC(=O)c1c(NC(=O)Cc2ccccc2)sc2c1CCN(CC)C2	?	?	?
O=C(c1ccc2c(Cl)c3c(nc2c1)CCCC3)N1CCN(c2ccc(Cl)cc2)CC1	-19%	?	1%
The listing continues.
SMILES	TDP1 cell CPT	DT40 TDP1 no CPT	KAT2A inh
CCc1ccc(C(=O)Nn2c(C)nc3ccccc3c2=O)cc1	-8%	-10%	-6%
CN(C)CCN1C(=O)C(=O)/C(=C(/O)c2ccc(OCc3ccccc3)cc2)C1c1ccncc1 (centres undefined)	7%	-4%	-13%
Cc1ccc(CNC(=O)C(=O)NCC(c2cccs2)S(=O)(=O)c2ccccc2)cc1 (centres undefined)	-2%	4%	9%
COc1ccccc1NC(=O)CSc1nnnn1-c1ccccc1F	7%	20%	-12%
O=C(NC(=O)N1CCN(c2cccc(Cl)c2)CC1)c1ccc(Cl)cc1	?	?	-18%
COc1cccc(C(=O)Nc2ccc3c(c2)OC[C@H](C)N(C(=O)C2CCCC2)C[C@@H](C)[C@@H](OC)CN(C)C3=O)c1	?	?	·
Cc1cccc(Cn2ccn(Cc3ccc(Cl)cc3)c(=O)c2=O)c1	?	-12%	-20%
O=C1NC2(CCCCC2)C(=O)N1/N=C/c1ccc(O)cc1O	?	?	-2%
O=C(/C=C/c1ccc(S(=O)(=O)N2CCOCC2)cc1)NCCCn1ccnc1	-3%	4%	-2%
CCOC(=O)C1CCN(C(c2cccc(F)c2)c2c(O)cc(C)n(CCOC)c2=O)CC1 (centres undefined)	5%	0%	0%
Cc1cc(Nc2cc(C(=O)O)ccc2C)n2ncnc2n1	-5%	5%	0%
CCOc1ccccc1CN1CCN(C/C=C/c2ccc(OC)cc2)CC1CCO (centres undefined)	?	?	4%
O=C(CN1c2cccc3cccc(c23)S1(=O)=O)Nc1ccccc1Br	-19%	-21%	-6%
CC(=O)Nc1ccc(NC(=O)CS(=O)(=O)c2cn(CC(=O)N3CCCC3)c3ccccc23)cc1	-17%	-3%	-2%
O=C(NC(=S)N1CCN(c2ccccn2)CC1)c1ccco1	1%	-10%	9%
N=C1C(=O)OCC1c1ccccc1NC(=O)CN1CCCCC1 (centres undefined)	-4%	-9%	-2%
COc1ncccc1C(=O)NC1CCCc2c1cnn2-c1cc(C)cc(C)c1 (centres undefined)	?	-15%	0%
O=C(Oc1ccc([N+](=O)[O-])cc1)c1cncc(Br)c1	-19%	-16%	-3%
CC(Sc1ncc(S(=O)(=O)c2ccc(C(C)C)cc2)c(N)n1)C(=O)Nc1ccccc1 (centres undefined)	16µM*	26µM*	-14%
CN(CC(=O)OCC(=O)Nc1ccccc1)S(=O)(=O)c1ccc(Cl)cc1	-4%	-15%	-7%
O=C(NC1CCCCC1)N1CCC(c2nc3ccc(Cl)cc3[nH]2)CC1	-23%	-12%	-5%
CCS(=O)(=O)N1CCC(C(=O)Nc2ccccc2OC)CC1	-9%	-6%	-1%
CC(=O)c1c(C)n(-c2ccc(C)cc2)c2ccc(OC(=O)COc3ccccc3)cc12	6.5µM*	7.3µM*	-10%
Cc1ccc(-c2ccc(CN3C(C(C)C)C(=O)N(Cc4cn(Cc5ccco5)nn4)CCS3(=O)=O)cc2)cc1 (centres undefined)	18µM*	18µM*	·

Results in KAT2A inh, for 4 of the compounds above:
structure	KAT2A inh
CN(CC(=O)OCC(=O)Nc1ccccc1)S(=O)(=O)c1ccc(Cl)cc1	-7%
O=C(NC1CCCCC1)N1CCC(c2nc3ccc(Cl)cc3[nH]2)CC1	-5%
CCS(=O)(=O)N1CCC(C(=O)Nc2ccccc2OC)CC1	-1%
CC(=O)c1c(C)n(-c2ccc(C)cc2)c2ccc(OC(=O)COc3ccccc3)cc12	-10%

New compounds follow:
SMILES	TDP1 cell CPT	DT40 TDP1 no CPT	KAT2A inh
O=C(NCCc1nnc2ccc(SCC(=O)N3CCOCC3)nn12)c1ccccc1	20%	19%	0%
CCOC(=O)C1CCCN(C(=S)Nc2ccc(OC)cc2)C1 (centres undefined)	-15%	-17%	26%
CCc1cc2c(-c3ccccc3)cc(=O)oc2cc1OC(C)C(=O)O (centres undefined)	7%	3%	-15%
Cc1ccc2nc(-c3ccco3)c(CC(C)(C)C)n2c1	10µM*	9.2µM*	·
Cc1ccc(S(=O)(=O)N2CCN(c3nc(-c4cnccn4)nc4ccccc34)CC2)cc1	?	18µM*	·
Cn1c(-c2ccccc2)c(C=O)c2ccccc21	-24%	-27%	1%
CCCc1ccc(C(O)c2ncc(-c3cccc(F)c3)[nH]2)cc1 (centres undefined)	?	?	·
Nc1ccc(CNC(=O)c2cc3cc(Cl)ccc3nc2N)cc1	?	?	·
CCCCc1cc(=O)oc2cc(O)cc(O)c12	3%	9.2µM*	-5%
C=CCn1c(=N)n(CC(=O)OCC)c2ccccc21	-4%	14%	-4%
O=C(COC(=O)CCNS(=O)(=O)c1ccccc1)NC(=O)c1ccccc1	0%	-14%	2%
Cc1ccc2nc3c(cc(S(=O)(=O)c4ccccc4)c(=N)n3C3CCCC3)c(=O)n2c1	-8%	-25%	·
COc1ccc(CCN2C(=O)CC(NCc3ccc4c(c3)OCO4)C2=O)cc1OC (centres undefined)	-16%	-3%	-3%
COc1cccc(CNc2ccc(F)c(Cl)c2)c1	-8%	-16%	1%

In the list so far, these contain bromine:
SMILES	TDP1 cell CPT	DT40 TDP1 no CPT	KAT2A inh
COc1ccc(CCNC(=O)CNC(=O)c2ccccc2Br)cc1OC	14%	-3%	-2%
CS(=O)(=O)N1CCN(c2ccc(NC(=O)c3ccc(Br)o3)cc2)CC1	-23%	3%	-15%
CCCCn1c(N)c(N(Cc2ccccc2OC)C(=O)C(C)Oc2ccc(Br)cc2)c(=O)[nH]c1=O (centres undefined)	-2%	4%	·
Cc1ccc(NC(=O)CNC(=O)c2ccc(Br)o2)nc1	-11%	-5%	1%
O=C(CN1c2cccc3cccc(c23)S1(=O)=O)Nc1ccccc1Br	-19%	-21%	-6%
O=C(Oc1ccc([N+](=O)[O-])cc1)c1cncc(Br)c1	-19%	-16%	-3%

These rows are one share of the data; rates above refer to the full screens.
